# Assay outcomes: PubChem BioAssay, several laboratories
# PKA-R1A act – PKA-R1A complex activation | P00514+P68181 | PKA-R1A dissociation, Cy5-IP20 fluorescence polarization; scaled: DMSO 0%, 113 µM cGMP 100% | activation, % at 11.4 µM | 0.083% of 340,000 active | AID 504707;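 active = percent activation above the mean of all tested compounds plus 3 SD, cut at about 19% in these data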;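 also: higher means more PKAc released from R1A so a rise in polarization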
# PfHsp90 set2 – growth inhibition of yeast expressing Plasmodium Hsp90. AID 504621. inhibition, % at 9.4 µM. S. cerevisiae expressing PfHsp90, BacTiter-Glo ATP, 48 h; yeast lacking PDR1 and PDR3 efflux regulators. 0.32% of 310,000 active;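 active = every replicate shows inhibition above about 80%, whatever the replicate mean, limit read from the data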;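 also: 0% = DMSO neutral controls and 100% = 20 µM radicicol positive controls; yeast relying on Plasmodium falciparum Hsp90 in place of its own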
# OPRM1-OPRD1 inv – mu-delta opioid heterodimer inverse agonism. cell-based MOR-DOR heterodimer luminescence. 0.21% of 340,000 active. inhibition, % at 9.3 µM. P35372+P41143; in the data active = inhibition above about 22%, passing the limit was not always enough;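 also: 0% = cells with DMSO and 100% = wells without cells with DMSO; values of inactives mirror those of a sister screen read the other way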
# phage Ecoli inh – E. coli growth loss with phage present; inhibition, % at 11.9 µM; 0.26% of 360,000 active; growth absorbance; in the data active = inhibition above about 11%
# HTR5A inv ag – counter-screen for OPRM1-OPRD1 inverse agonists: human HTR5A inverse agonism; 0.083% of 340,000 active; inhibition, % at 9.3 µM; AID 504634; HTR5A cell line, luminescence; in the data active = inhibition mostly above about 23%, no sharp cut-off; inactive = mostly below about 18%;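 also: 0% = cells with DMSO and 100% = no-cell wells with DMSO; some compounds called inactive have numbers as strong as hits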
# Target sequence (P47898 whole entry, looked up): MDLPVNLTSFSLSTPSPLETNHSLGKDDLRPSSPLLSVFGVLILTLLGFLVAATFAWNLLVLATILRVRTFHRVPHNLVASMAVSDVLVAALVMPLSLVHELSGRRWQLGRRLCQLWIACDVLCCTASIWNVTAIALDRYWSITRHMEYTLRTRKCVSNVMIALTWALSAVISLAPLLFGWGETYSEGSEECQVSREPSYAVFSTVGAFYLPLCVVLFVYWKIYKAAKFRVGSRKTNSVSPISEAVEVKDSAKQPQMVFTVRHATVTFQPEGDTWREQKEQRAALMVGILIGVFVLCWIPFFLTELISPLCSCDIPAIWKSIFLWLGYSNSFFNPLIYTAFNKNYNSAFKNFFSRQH
# DSG3 Ab inh – blocks pemphigus antibody binding to human desmoglein-3; AID 588358; DSG3-coupled beads, scFv-anti-DSG3-GFP binding, flow cytometry; active compounds read low; 0.48% of 310,000 active; binding (percent of control), % at 10 µM; P32926;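 active = binding more than 3 SD below its plate's average and above zero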;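 also: hits lower antibody fragment binding to DSG3; some compounds called inactive have numbers as strong as hits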
# OPRM1-OPRD1 ag – OPRM1-OPRD1 heterodimerization agonism; AID 504326; activation, % at 9.3 µM; 0.3% of 340,000 active; P35372+P41143; cells, luminescence; in the data active = activation above about 18%;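 also: 0% = vehicle-treated cells and 100% = reference agonist; values of inactives mirror those of a sister screen read the other way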
# HTR5A ag ctr – counter-screen for OPRM1-OPRD1 agonists: human HTR5A agonism; P47898; HTR5A agonist assay, luminescence, cell-based; activation, % at 9.3 µM; 0.61% of 340,000 active; in the data active = activation mostly above about 9.5%, no sharp cut-off; inactive = mostly below about 7.6%;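 also: 0% = cells with vehicle only and 100% = reference agonist; strong numbers were not always called active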
# AddAB inh – less growth of phage-infected E. coli with AddAB. E. coli expressing H. pylori AddAB, absorbance growth. inhibition, % at 11.9 µM. 0.29% of 330,000 active; in the data active = inhibition above about 12%;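 also: 0% = vehicle wells of infected cells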
# Mot1-301 SUMO – inhibitors of SUMOylation pathway: yeast Mot1-301 growth rescue. 1% of 320,000 active. growth rescue, % at 18.8 µM. S. cerevisiae Mot1-301 growth rescue, ATP luminescence, 38.5C; percent above DMSO median, 100 means doubled. AID 2716;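 active = every valid replicate shows activation above 250% relative to neutral control wells; inactive = the rest, any valid replicate at or below 250%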;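 also: OY570 slx delta 5 strain wells were the positive control but not used for scaling; some compounds called inactive have numbers as strong as hits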
# E coli growth – reduces bacterial viability in AddAB counter-screen | E. coli V3065 growth, OD600 absorbance, 18 h | inhibition, % at 11.9 µM | 0.27% of 330,000 active | AID 449728;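 active = inhibition above the campaign's mean inhibition across all tested compounds plus 3 SD, cut at about 9.9% in these data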;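 also: uninfected addAB+ strain grown without phage in ampicillin broth; 0% = DMSO wells and 100% = ciprofloxacin 0.95 µg/ml wells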
# The depositor's hits bear a star; . = no result given. No enrichment for hits; any-hit rate near 3.2%.
SMILES,PKA-R1A act,PfHsp90 set2,OPRM1-OPRD1 inv,phage Ecoli inh,HTR5A inv ag,DSG3 Ab inh,OPRM1-OPRD1 ag,HTR5A ag ctr,AddAB inh,Mot1-301 SUMO,E coli growth
COc1ccc(S(=O)(=O)NC2CCCC2)cc1Br,7.8,-3.9,6.5,2.4,0.3,94.1,-1.1,-1.0,0.1,16.3,1.7
COc1ccccc1N1CCN(CCCCOc2ccc(F)cc2)CC1,10.2,5.3,-29.9,0.7,19.9,.,4.9,-7.4,2.5,5.2,1.0
CCN(c1ccccc1)S(=O)(=O)c1cccc(C(=O)O)c1,-7.8,-12.8,-11.8,2.0,-1.0,79.5,2.1,3.8,0.1,13.3,-2.9
O=C(CN(Cc1ccco1)C(=O)CNS(=O)(=O)c1ccc(F)cc1)NCc1ccco1,7.3,5.5,-18.4,1.4,3.3,97.1,2.3,-1.1,-2.2,-6.7,-3.2
COc1cc(C(=O)OCc2csc(CC(=O)Nc3ccccc3C)n2)ccc1OCC(C)C,6.1,30.8,-24.2,2.4,-26.3,102.3,3.7,2.4,.,.,.
O=C(O)c1ccc2ncc(NC(=O)c3ccc(F)cc3)c(=O)n2c1,1.9,-9.1,3.5,2.0,-23.9,89.4,-0.7,5.0,-1.1,3.6,-1.1
Cc1cc(C(=O)NC2CCCN(Cc3ccc(Cl)cc3)C2)c(C)o1 (configuration not stated),3.5,8.2,1.2,1.1,-16.1,107.5,-0.2,4.2,0.2,-1.9,0.9
COc1ccc(CC(=O)Nc2ccccc2N2CCCCC2)cc1OC,.,.,.,0.9,.,97.9,.,.,2.7,17.1,2.4
CN(C)c1cc(N/N=C/c2ccc(Cl)cc2)nc(N(C)C)n1,-3.5,18.2,-20.5,4.0,-4.0,105.2,3.0,-0.8,.,.,.
O=C(NCC1CCCO1)C1CC(=O)N(c2ccc(F)c(Cl)c2)C1 (configuration not stated),-2.3,0.0,1.8,0.7,-10.4,100.7,-0.3,3.6,-2.6,-4.9,-2.4
Cc1[nH]c2c(C)cccc2c1CN1CCC(CO)(Cc2ccccc2)CC1,-11.5,17.8,1.9,3.1,-3.2,99.0,-0.4,3.9,0.1,100.0,2.9
O=C(CN1C2CCCC1CC(NC(=O)C1CCCCC1)C2)NCc1ccc(F)cc1 (configuration not stated),15.6,-16.4,-6.8,1.7,-14.9,101.5,1.3,5.5,-0.5,1.5,-0.1
CC(=O)Nc1cccc(NC(=O)c2ccc(C(=O)Nc3cccc(NC(C)=O)c3)nc2)c1,-0.9,1.2,-2.8,1.9,9.6,109.7,0.4,0.2,-0.3,-7.7,0.0
COc1ccc(S(=O)(=O)N2CCOC2CNC(=O)C(=O)NCc2cccnc2)cc1OC (configuration not stated),4.7,-8.7,8.9,-2.5,-1.6,98.2,-1.7,0.6,1.3,-3.2,-0.3
CCCCNc1nc(-c2ccccc2)c(C(=O)OCC)cc1C#N,-4.2,-8.2,-27.1,1.6,17.5,89.1,5.9,-5.0,2.7,-1.8,-0.6
O=C1NC2(CCCCC2)N=C1c1ccc(F)cc1,3.6,-8.1,-7.4,-1.3,-8.1,94.0,1.4,-0.9,-0.6,-6.6,-0.2
COc1ccc(N2CC(C(=O)N3CCN(c4ccccc4)CC3)CC2=O)cc1 (configuration not stated),-8.6,3.1,7.7,1.5,-14.3,97.8,-1.4,1.3,0.6,1.0,0.5
CNC(=O)CSc1nnnn1-c1cc(C)ccc1C,-1.6,31.9,13.7,1.8,7.7,100.5,-2.4,-1.8,0.4,-3.0,0.8
O=C(Nc1ccc(Cl)c(Cl)c1)Nc1ccc(Br)cc1F,10.3,16.1,-29.7,8.5,-18.3,109.2,5.7,12.9,8.1,1.1,8.0
O=C(Nc1ccccn1)c1cccs1,4.1,7.8,3.0,1.1,33.4,106.9,-0.5,-1.4,-1.7,-5.2,-2.3
COc1ccc(S(=O)(=O)n2ccc(-c3cnc(-c4ccccc4)s3)n2)cc1,-3.4,13.1,-32.6,2.8,-9.3,.,5.2,10.4,2.3,30.2,0.7
CCOC(=O)N1CCN(C(=O)c2cc(COc3ccc(F)cc3F)on2)CC1,-0.5,-10.0,13.2,0.5,16.5,98.5,-2.4,-0.9,3.8,-11.4,-0.3
COC(=O)N1CCN(c2ccc(OC)cc2)CC1,-4.6,.,1.4,1.6,-37.8,101.7,-0.3,1.6,-0.8,-3.3,-1.9
Cc1nn2c(=O)c(NC(=O)c3ccc(F)cc3)cnc2s1,6.4,.,19.3,2.8,7.7,91.4,-3.9,-3.5,1.1,-6.1,-0.9
CCC(CC)c1nc2ccccc2c(=O)[nH]1,-1.0,-2.4,-0.1,3.5,13.1,103.9,0.0,-1.1,1.1,-10.5,1.5

# Additional results:
SMILES,PKA-R1A act,PfHsp90 set2,OPRM1-OPRD1 inv,phage Ecoli inh,HTR5A inv ag,DSG3 Ab inh,OPRM1-OPRD1 ag,HTR5A ag ctr,AddAB inh,Mot1-301 SUMO,E coli growth
COc1ccc(-c2csc(NC(=S)NC(=O)c3ccc4ccccc4c3)n2)cc1OC,-5.7,6.6,-6.1,3.0,1.3,.,1.5,-0.5,0.3,11.5,-1.2
CCCCNc1ccc(C(CC(N)=O)NC(=O)c2ccccc2)cc1[N+](=O)[O-] (configuration not stated),-3.3,-0.5,14.2,4.0,-25.4,107.4,-2.5,5.9,1.3,-3.9,0.4
COc1ccc(C(=O)c2sc(NC(C)C)nc2N)cc1OC,-5.0,19.0,10.1,2.5,1.9,107.7,-2.4,-0.8,-0.3,73.9,-1.2
OC1(c2ccc(F)cc2)CCN(Cc2ccccc2)C1 (configuration not stated),1.0,18.8,4.4,-0.4,10.5,99.8,-0.8,5.5,2.0,-14.8,0.7
O=C(C1CCCN(S(=O)(=O)c2cc(Cl)ccc2Cl)C1)N1CCCCCC1 (configuration not stated),-13.2,-3.1,-7.0,2.5,10.4,112.6,1.3,6.9,-2.1,-26.7,-1.0
Cc1ccc(C23OCCN2CCn2nc4ccccc4c23)cc1 (configuration not stated),-11.6,17.6,5.0,2.1,-3.9,100.8,-1.1,0.3,-0.3,-20.5,-1.3
CC(C)OCCCNc1ncc2c(n1)CC(c1ccc(N(C)C)cc1)CC2=O (configuration not stated),-12.2,-0.8,-8.7,0.7,-70.7,101.8,1.5,-3.8,-6.1,277.9,-1.9
CCCCC(=O)Nc1nnc(-c2ccc(OC)cc2)s1,10.1,-4.2,11.5,-1.9,-10.7,108.7,-2.1,3.0,-1.9,5.7,0.2
COc1ccc(Cc2nc3ccc(S(=O)(=O)N4CCOCC4)cc3[nH]2)cc1,-5.0,1.6,11.6,2.0,3.5,97.8,-2.1,4.2,-0.3,12.1,-2.0
c1ccc(Oc2ncnc3sccc23)cc1,-6.1,-5.3,7.4,3.5,19.6,80.9,-1.6,5.6,1.7,6.4,0.7
CCOc1cc(C(=O)NCC2CCCO2)cc(OCC)c1OCC (configuration not stated),6.4,.,10.1,3.8,-8.8,101.5,-1.9,-4.6,3.4,11.5,0.7
CC#Cc1cc2c(cc1O)CCC1C2CCC2(C)C(O)CCC12 (configuration not stated),-1.1,-33.1,-10.5,2.6,10.3,91.9,2.0,-2.6,.,.,.
Cc1cc(NC(=O)c2cc(-c3ccc(C)c(C)c3)nc3ccccc23)no1,-6.8,-9.9,-14.8,1.6,-0.3,113.5,2.8,3.8,0.0,11.0,-0.8
CCN(Cc1ccccc1)C(=O)COC(=O)c1cc(=O)[nH]c2ccccc12,1.2,7.4,2.0,1.4,-33.2,102.2,-0.4,3.0,0.9,8.5,-0.4
CNc1nc(N)c(C(=O)Nc2cc(C)on2)s1,9.7,40.4,6.2,0.5,-10.9,.,-1.4,0.5,1.0,-1.7,0.9
O=C(CCS(=O)(=O)c1ccccc1)N(CCCN1CCOCC1)c1nc2ccccc2s1,-7.9,25.7,20.3,3.7,21.6,102.3,-4.2,-2.3,1.3,-11.4,0.6
Cc1ccc(NC(=O)CNCc2ccc(Cl)cc2Cl)cc1S(=O)(=O)N(C)C,1.9,1.8,-26.2,1.6,-12.2,109.0,4.9,4.5,1.9,28.0,-0.9
COc1ccc(-c2nnc(-c3cc(OC)c(OC)c(OC)c3)o2)cc1OC,-8.6,-8.1,13.9,-0.9,2.8,108.8,-2.6,-0.8,2.4,.,-2.6
Cc1ccc(OCCC(=O)OCC(=O)NCCc2ccc(Cl)cc2)cc1,2.1,.,-6.7,-0.1,11.7,101.4,1.3,-4.8,-0.9,.,-2.6
O=C(O)C(=O)/C(=C\c1ccsc1)c1ccc2ccccc2n1,-8.6,-5.0,3.9,-1.6,-4.5,94.6,-0.7,1.9,-0.4,-8.4,-2.5
Cc1nc(N(C)Cc2ccccc2)c2c(C)c(C)sc2n1,-8.6,-31.7,-19.0,1.4,-29.6,90.9,3.0,10.4,-0.2,6.3,1.1
CCCCCNC(=O)c1ccccc1SC,3.8,5.6,-1.4,1.5,4.5,89.7,0.2,0.2,1.7,5.4,-3.9
COc1ccc(NC(=O)Cc2c(F)c(F)c(F)c(F)c2F)cc1OC,8.4,5.8,2.5,1.2,5.1,103.3,-0.5,-1.7,-0.1,-17.9,-2.8

# Some of the entries so far, with two lines to a compound:
# Order of values: PKA-R1A act, PfHsp90 set2, OPRM1-OPRD1 inv, phage Ecoli inh, HTR5A inv ag, DSG3 Ab inh, OPRM1-OPRD1 ag, HTR5A ag ctr, AddAB inh, Mot1-301 SUMO, E coli growth
COc1ccc(S(=O)(=O)NC2CCCC2)cc1Br
  7.8, -3.9, 6.5, 2.4, 0.3, 94.1, -1.1, -1.0, 0.1, 16.3, 1.7
Cc1cc(C(=O)NC2CCCN(Cc3ccc(Cl)cc3)C2)c(C)o1 (configuration not stated)
  3.5, 8.2, 1.2, 1.1, -16.1, 107.5, -0.2, 4.2, 0.2, -1.9, 0.9
CNc1nc(N)c(C(=O)Nc2cc(C)on2)s1
  9.7, 40.4, 6.2, 0.5, -10.9, ., -1.4, 0.5, 1.0, -1.7, 0.9
CCN(c1ccccc1)S(=O)(=O)c1cccc(C(=O)O)c1
  -7.8, -12.8, -11.8, 2.0, -1.0, 79.5, 2.1, 3.8, 0.1, 13.3, -2.9
COc1ccc(S(=O)(=O)N2CCOC2CNC(=O)C(=O)NCc2cccnc2)cc1OC (configuration not stated)
  4.7, -8.7, 8.9, -2.5, -1.6, 98.2, -1.7, 0.6, 1.3, -3.2, -0.3
